From PubChem
MLL CXXC-DNA inh – inhibitors of human MLL CXXC domain-DNA interaction | Potency, µM (titrated, usually from 115 µM), for inactives: at the top dose activity change, negative = inhibition, most hits filed as inhibitors | AID 2662 | MLL-CXXC / FITC-HOXA9 DNA fluorescence polarization | Q03164 | 0.037% of 290,000 active; active = well fitted inhibition curve with a large enough effect in the polarisation, with a control signal flat, not every such curve was filed as active; inconclusive = small, poorly fitted or top-dose-only effect, or effect the other way, or a change in a side signal; inactive = no such curve, though single readings can be large or run the other way; the % refers to the polarisation; also: potency is read from the fitted curve at half-maximal effect
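Steps: dispense CXXC domain solution (7 uM) → pin compounds or unlabeled HOX-A9 DNA control → 5 min ambient → add FLSN-HOX-A9 solution (50 nM) → spin → 30 min ambient → fluorescence polarization. Tris pH 7.5/NaCl/DTT/BSA buffer.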
TRPV1 ag – agonists of human vanilloid receptor 1 (TRPV1). Q8NER1. TRPV1-expressing cells, Fluo-8 calcium influx, agonist mode. activation, % at 8.33 µM. 0.19% of 320,000 active. AID 540275; in the data active = activation above about 80%; inconclusive = between about 30% and that limit; also: 0% is about no effect
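Cells expressing TRPV1 were dye-loaded with Fluo-8 and read kinetically: 10 s baseline, 3 min after compound (agonist portion), then 2 min after EC20 capsaicin (allosteric enhancer portion). Calcium-bound dye fluorescence at 480/520 nm.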
PKM2 act – PKM2 (human) enzyme activation; AID 1631; purified PKM2, Kinase-Glo ATP luminescence, activation; response scale: 0% is enzyme alone, no compound; P14618; 0.34% of 260,000 active; Potency, µM (titrated, usually from 57.5 µM), for the others: top-dose activation, hits mostly activators; also: potency is read from the fitted curve at half-maximal effect; % is scaled to controls: 0 for no effect and ±100 for the full control effect; nearly all actives have a fitted effect of over 55% in size
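Kinase-Glo luminescence reports ATP generated from ADP (0.1 mM) and PEP (0.5 mM) by purified hPK-M2 after 1 h at room temperature, pH 7.2 imidazole buffer; intermediate enzyme activity allows detecting inhibitors and activators.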
FBPA coupling cs – counter-screen for Giardia aldolase inhibitors: coupling enzyme system; coupling enzyme system counterscreen, AmpLite Red fluorescence; activity change, negative = inhibition, % at 58.2 µM, hits read low; 0.67% of 290,000 active; in the data active = activity change below about -30%; also: % is scaled to controls: 0 for no effect and ±100 for the full control effect
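Counterscreen of the coupled detection system alone, without aldolase: glyceraldehyde-3-phosphate coupling enzymes plus AmpLite Red readout. Compounds at 57.5 uM final, 10 min RT preincubation, 20 min RT reaction, fluorescence 525/598 nm.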
hERG WT inh – KCNH2 (human, wildtype) channel inhibition; 0.37% of 340,000 active; activity change, % at 1.84 µM; U2OS, BacMam KCNH2, thallium flux FluxOr; active compounds read low;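 active = maximum activity change below -70%; inconclusive = maximum activity change between -70% and -50%; inactive = maximum activity change above -50%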; also: % is scaled to controls: 0 for no effect and ±100 for the full control effect
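U2OS cells transduced with wild-type KCNH2 virus are loaded with FluxOr dye for 45 min, and thallium flux is measured in kinetic reads before and after stimulation buffer. Rate constants are normalized to DMSO controls.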
KCNH2 3.1 inh – inhibitors of human KCNH2 3.1 potassium channel isoform; activity change, % (tested at about 1.8 µM); U2OS KCNH2 3.1, thallium flux FluxOr; active compounds read low; 0.95% of 340,000 active;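 active = maximum activity change below -70%; inconclusive = maximum activity change from -70% to -50%; inactive = maximum activity change above -50%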;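 also: thallium influx rate constant from kinetic fluorescence after stimulation buffer; % is scaled to controls: 0 for no effect and ±100 for the full control effect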
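Virally transduced U2OS (3.1 isoform, 4 h infection in dark at RT) → overnight 37 C → FluxOr + Red40 in HBSS/HEPES, 45 min → stimulation buffer, 2 min kinetic read → rate constant vs DMSO controls.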
GALK inh – inhibitors of human galactokinase; P51570; Purified GALK, Kinase-Glo residual ATP luminescence; Potency, µM (titrated, usually from 57.5 µM), for inactives: at the top dose activity change, negative = inhibition, actives largely listed as inhibitors; 0.007% of 270,000 active; AID 1868; also: potency is read from the fitted curve at half-maximal effect; % is scaled to controls: 0 for no effect and ±100 for the full control effect
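5 nM enzyme, 35 uM ATP, 100 uM galactose, 20 mM HEPES pH8.0, 5 mM MgCl2; 1 h RT; residual ATP by Kinase-Glo Plus luminescence, qHTS format.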
B2AR arrestin – agonists driving beta-arrestin recruitment to human beta2-adrenergic receptor. AID 492947. beta-arrestin recruitment to beta2AR, cell-based reporter. P07550. 0.02% of 330,000 active. Potency, µM (highest dose often 46.1 µM), for the others: top-dose activation, usual class: activators;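 also: potency is read from the fitted curve at half-maximal effect; 0% = DMSO controls and full agonism = EC100 isoproterenol or metaproterenol; nearly all actives have a fitted effect of over 65% in size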
Target sequence (P07550 whole entry, looked up): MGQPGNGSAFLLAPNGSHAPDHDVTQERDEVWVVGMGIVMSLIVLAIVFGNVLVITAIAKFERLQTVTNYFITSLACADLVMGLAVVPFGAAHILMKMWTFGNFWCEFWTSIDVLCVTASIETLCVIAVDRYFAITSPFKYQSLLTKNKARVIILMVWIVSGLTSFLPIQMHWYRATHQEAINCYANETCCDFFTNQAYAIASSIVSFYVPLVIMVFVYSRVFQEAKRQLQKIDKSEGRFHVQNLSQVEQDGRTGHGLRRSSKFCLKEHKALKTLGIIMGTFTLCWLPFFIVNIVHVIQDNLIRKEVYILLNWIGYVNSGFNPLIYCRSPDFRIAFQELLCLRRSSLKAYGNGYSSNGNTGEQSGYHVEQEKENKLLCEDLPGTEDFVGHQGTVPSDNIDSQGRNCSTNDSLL
Giardia killer – Giardia lamblia killing; Giardia lamblia trophozoite viability; activity change, % at 7.66 µM, hits read low; 0.15% of 340,000 active; in the data active = activity change below about -80%; inconclusive = between about -30% and that limit;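 also: parasites exposed to compound for two days anaerobically before the ATP read; % is scaled to controls: 0 for no effect and ±100 for the full control effect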
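Media and compound were dispensed first, then trophozoites at 100 cells/well; plates sat 48 hrs at 37 deg C without oxygen before ATP luminescence reagent was added and read after 15-30 min at room temperature.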
Menin-MLL TR inh – displaces Texas Red mutant MLL peptide from human menin; O00255; Menin + Texas Red MLL mutant peptide, fluorescence polarization; Potency, µM (highest dose often 61.6 µM), without a hit: at the top dose FP activity change, negative = inhibition, hits mostly inhibitors; 0.23% of 270,000 active; AID 1768; active = well fitted inhibition curve with a large enough effect in the polarisation, with a control signal flat, not every such curve was filed as active; inconclusive = small, poorly fitted or top-dose-only effect, or effect the other way, or a change in a side signal; inactive = no such curve, though single readings can be large or run the other way; the % refers to the polarisation; also: potency is read from the fitted curve at half-maximal effect; % of control where 0% means no effect; many of its hits are not listed in these tables
Target sequence (O00255 whole entry, looked up): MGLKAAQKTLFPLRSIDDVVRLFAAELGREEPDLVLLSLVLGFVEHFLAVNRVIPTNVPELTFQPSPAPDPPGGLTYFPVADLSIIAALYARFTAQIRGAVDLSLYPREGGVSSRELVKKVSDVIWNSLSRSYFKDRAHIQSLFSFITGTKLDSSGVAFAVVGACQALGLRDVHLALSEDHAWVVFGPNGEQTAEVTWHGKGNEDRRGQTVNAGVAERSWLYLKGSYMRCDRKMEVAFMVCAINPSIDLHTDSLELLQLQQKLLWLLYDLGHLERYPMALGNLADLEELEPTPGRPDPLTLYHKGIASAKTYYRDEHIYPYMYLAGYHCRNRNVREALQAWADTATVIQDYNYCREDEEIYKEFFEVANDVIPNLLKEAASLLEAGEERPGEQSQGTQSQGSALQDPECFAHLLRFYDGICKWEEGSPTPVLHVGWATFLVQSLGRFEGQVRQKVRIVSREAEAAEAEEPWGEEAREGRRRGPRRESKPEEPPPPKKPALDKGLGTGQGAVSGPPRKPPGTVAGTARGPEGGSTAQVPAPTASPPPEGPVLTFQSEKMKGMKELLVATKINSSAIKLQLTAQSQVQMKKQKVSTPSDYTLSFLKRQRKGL
USP2a block – USP2a (human) protease inhibition. Potency, µM (highest dose often 38.3 µM), without a hit: top-dose activity change, negative = inhibition, usual class: inhibitors. O75604. 0.01% of 330,000 active. USP2 core, Ub-CHOP2 coupled fluorogenic reporter, 485/531;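 also: potency is read from the fitted curve at half-maximal effect; plate controls were DMSO wells for no effect and full inhibition by NEM control for full effect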
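Cell-free coupled assay: 10nM USP2 core preincubated 30min RT with compound in Tris-HCl pH 8.0/CaCl2/CHAPS buffer, then 25nM Ub-CHOP2 and 25nM reporter substrate; fluorescence (Ex 485/Em 531) read after 60min RT, normalized to NEM inhibition, concentration-response curves fitted.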
Starred values were filed as active, the others as inactive; u = inconclusive; x = not tested or not shown; & = joins results of further samples; [ ] = remark or other dose. Unless noted, calls follow the shape of the dose curve; as a rule, active = well fitted curve in the direction sought with a large enough effect; inconclusive = small, poorly fitted or top-dose-only effect, or another doubt; inactive = no such curve, though single readings can be large; an effect the other way counts as inactive or inconclusive. Some of the compounds tested. The share of hits here may be higher or lower than overall.

SMILES | MLL CXXC-DNA inh | TRPV1 ag | PKM2 act | FBPA coupling cs | hERG WT inh | KCNH2 3.1 inh | GALK inh | B2AR arrestin | Giardia killer | Menin-MLL TR inh | USP2a block
O=C(Nc1ccccc1)c1cn2ccccc2n1 | -4% | -8 | -18% | -8 | 1 | 8 | x | -0.3% | -14 | x | 1%
Cc1ccc(C)c(NC(=S)NC(NC(=O)OCc2ccccc2)C(Cl)(Cl)Cl)c1 (stereo not given) | 9% | -1 | 2% | 0 | -4 | -9 | 1% | -0.4% | 16 | 2% | 6%
O=C(NCCN1CCOCC1)c1ccc2c(c1)N(Cc1ccc(Cl)cc1)C(=O)CS2 | 13% | u | 5% | -2 | 4 | -2 | -1% | -1.0% | -2 | 5% | -1%
O=C(COC(=O)c1ccc(O)cc1O)NC(=O)NCc1ccccc1 | x | 2 | x | x | 5 | 2 | x | 0.1% | 2 | x | 0%
COc1ccccc1-n1ccn(CC(=O)Nc2ccc(C)cc2Cl)c(=O)c1=O | x | -2 | x | x | -6 | 9 | x | -0.4% | 11 | x | -2%
Cc1nnc(SCc2ccc(Cl)cc2)nc1/C=C/N(C)C | -2% | 3 | -3% | 0 | -1 | -30 | 6% | -0.2% | -26 | u | 0%
Cc1cccc2c1N(C)C(=O)C2=O | -6% | 4 | 6% | -7 | 3 | 1 | 2% | -0.8% | 0 | u | 2%
S=C(Nc1cccc(Cl)c1)Nc1ccc2cn[nH]c2c1 | 10% | 19 | -10% | -1 | 11 | -6 | -3% | -1.0% | 25 | 17% | 1%
CCCCNC(=O)Nc1nnc(C(C)(C)C)s1 | 3% | 7 | -1% | 4 | 2 | -3 | -1% | 0.1% | -8 | x | 7%
O=C(Nc1ccc(Cl)c(Cl)c1)Oc1ccc(NC(=O)c2ccco2)cc1 | 70%[activator] | -4 | -16% | -2 | -24 | 13 | 0% | -0.2% | 10 | u | -2%
COc1ccccc1NC(=O)CSc1nnc(NC(=O)C2CCC2)s1 | 2% | 0 | x | -6 | -10 | -8 | 1% | 0.7% | -8 | 15% | -4%
O=C(Nc1ccc(F)cc1F)C1CCCN1S(=O)(=O)c1ccc(-c2ccc(=O)[nH]n2)s1 (stereo not given) | 3% | 9 | x | 1 | 11 | 0 | 3% | 0.3% | 22 | 21% | -6%
Clc1ccc(CNc2ccc3nnc(-c4ccccc4)n3n2)cc1 | 43%[activator] | -3 | 3% | 0 | -7 | 4 | x | -2.0% | u | 3% | -2%
CCOC(=O)N1CCN(C(=O)CCN2C(=O)/C(=C\c3ccccc3OC)SC2=S)CC1 | 6% | 3 | 1% | x | 1 | -4 | 2% | -1.0% | 1 | x | 1%
CCOc1ccccc1N1CCN(CC(O)COC2CCCc3ccccc32)CC1 (stereo not given) | 11% | 1 | -1% | 0 | 5 | 10 | 7% | -0.1% | 11 | -16% | 0%
CCNc1cc2n(c(=O)n1)CCc1cc(OC)c(OC)cc1-2 | -5% | 0 | -4% | 0 | -11 | -10 | 8% | 0.2% | 9 | -25% | 0%
FC(F)(F)c1nc(NCc2cccnc2)c2ccccc2n1 | -10% | -3 | -15%[11.5 µM] | 0 | -6 | -14 | 6% | -0.4% | 15 | 37%[activator] | 0%
Cc1ccc(/C=N/n2c(C3CCCCC3)n[nH]c2=S)o1 | 9% | -7 | -8% | -5 | 0 | 13 | 2% | -0.3% | -22 | 0% | 0%
CCC/C(=N/NC(=O)c1ccc2c(c1)OCO2)c1cccs1 | -13% | 28 | -5% | 6 | -5 | -11 | x | 1.0% | -4 | -7% | 3%
CC1=C(C)[N+](=O)C2CCCCC2N1[O-] (stereo not given) | 2% | 0 | 2% | 0 | -19 | -19 | 0% | -0.1% | 13 | -3% | 2%
C[C@@H]1CCC(=O)N(CC[C@H](Sc2ccccc2)c2ccccc2)CC1 | 4% | u | 0% | 0 | 1 | 10 | x | -0.6% | 21 | -21% | 1%
CC(=O)Nc1ccc(S(=O)(=O)N2CCN(S(=O)(=O)c3cccs3)CC2)cc1 | x | -2 | x | x | -6 | 2 | x | -0.4% | -24 | x | 0%
COc1cc(C)ccc1OCc1cc(C(=O)NCCN2CCOCC2)no1 | -2% | 1 | 0% | -2 | 9 | 17 | 2% | -1.1% | -4 | -7% | 3%
O=C(Nc1ccc(NC(=O)c2sc3ccccc3c2Cl)cc1)c1ccco1 | -3% | 1 | -4% | 2 | 3 | -8 | 1% | -1.5% | -7 | -24% | 1%
O=C(OCC(=O)N1CCOCC1)c1ccc(Br)cc1 | 3% | 1 | 6% | 1 | -130* | 10 | 4% | -0.2% | -14 | 6% | 0%
C[C@@H]1C[C@H]2[C@@H]3CCC4=CC(=O)C=C[C@]4(C)[C@@]3(F)[C@@H](O)C[C@]2(C)[C@H]1C(=O)CO | 8%&0% | 1 | -6% | 5 | -9 | 1 | -1% | -1.0% | 8 | -7%&-7% | -1%
CCCNC(=O)c1ccc(Cl)cc1Cl | 4% | 1 | 11% | -3 | 3 | 2 | 0% | 0.0% | -6 | 5% | 6%
CCN(Cc1ccncc1)C(=S)NCc1ccccc1 | 2% | -3 | -1% | 8 | 9 | -5 | -8% | 0.0% | 5 | 18% | 3%
COc1cc(Br)cc(/C=C/c2ccc3cccc(O)c3n2)c1OC | -7% | 3 | x | 0 | -1 | -9 | -1% | -0.7% | -17 | u | 3%
CCCCCC(=O)NCc1c(C(F)(F)F)nn(C)c1N1CCOCC1 | -5% | 0 | 4% | 4 | 9 | -6 | 0% | -0.7% | 4 | 15% | 3%
CCc1nnc(NC(=O)C2CCC(CNc3c(N4CCCCC4)c(=O)c3=O)CC2)s1 (stereo not given) | 2% | -1 | -2% | 2 | -9 | 6 | 7% | -0.4% | -27 | x | 0%
CCN(CC)CCCNC(=O)c1cc2nc(-c3ccccc3)cc(C(F)(F)F)n2n1 | 8% | 1 | 2% | 3 | 1 | -5 | -2% | -0.4% | 7 | 0% | -1%
CCOc1ccc(NC(=O)CN2C(=O)/C(=C3\SC(=S)N(C4CCS(=O)(=O)C4)C3=O)c3ccccc32)cc1 (stereo not given) | -4% | -2 | -3% | 1 | -3 | -12 | -3% | -0.6% | 0 | x | 1%
NC(=O)[C@H]1CC2(CC(c3cccc(NC(=O)[C@H]4CCC(=O)N4)c3)=NO2)CN1C(=O)c1ccccc1C(=O)c1ccccc1 (stereo not given in full) | -6% | 7 | -4% | -3 | 1 | 13 | -1% | 0.1% | 6 | x | 2%
CC(=O)NCCC(=O)Nc1cc(S(=O)(=O)N2CCOCC2)ccc1N1CCOCC1 | -1% | 1 | 1% | 0 | 2 | 2 | 1% | 0.3% | -4 | -5% | -1%
O=C(COc1ccc(F)cc1)Nc1nnc(-c2ccncc2)s1 | 11% | -8 | -2% | 9 | -2 | 7 | 3% | -0.9% | 0 | u | 0%
CCn1ncc(Br)c1C(=O)Nc1ccc(C(=O)OC(C)C)cc1 | -8% | 0 | 7% | -6 | -10 | 8 | 0% | 0.3% | 3 | 12% | 2%
Cc1cc(C)cc(NC(=O)CCN2CC(C)OC(C)C2)c1 (stereo not given) | 3% | -3 | 0% | -3 | 2 | -2 | 2% | 0.1% | -1 | -1% | -1%
CCN(CC(=O)N1CCCC1)S(=O)(=O)c1ccc(F)cc1 | -7% | 1 | -20% | 2 | -2 | -10 | 0% | -1.1% | -10 | -17% | -1%
CCn1c(/C=C/c2cc(Br)ccc2O)nc2ccccc2c1=O | 1% | -2 | -7%[11.5 µM] | -6 | 0 | -3 | 6% | -0.8% | -2 | 25% | 0%
COc1ccc(N2CCN(C3CC(=O)N(C)C3=O)CC2)cc1 (stereo not given) | 1% | -3 | 2% | 2 | -7 | -2 | -2% | -0.5% | 17 | 23% | -1%
Cc1ccc(CNc2ccc(N3CCOCC3)c(Cl)c2)cc1 | -3% | 3 | 2% | -3 | -12 | 4 | 3% | -0.7% | 5 | -17% | -1%
CC(NC(=O)Nc1ccc([N+](=O)[O-])cc1)C(c1ccccc1)N1CCOCC1 (stereo not given) | 16% | u | 1% | 5 | -5 | -15 | 0% | -0.3% | -1 | u | 0%
CC1=Nc2ccc3ccccc3c2C1(C)C | 36%[activator] | 3 | 1% | 0 | 6 | 19 | -3% | 0.3% | -7 | -29% | 6%
Cc1cccc(-c2n[nH]c(=S)n2/N=C/c2ccc(C)s2)c1 | 0% | 16 | -1% | -1 | -4 | 8 | 2% | -1.3% | 9 | 21% | 2%
